Assay outcomes from PubChem BioAssay.
mIAP block = blocks mouse intestinal alkaline phosphatase. purified mouse IAP, CDP-Star luminescence, 30 min. inhibition, % at 10 µM. hit rate 0.2% among 330,000;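 active = inhibition of at least 40% at 10 µM in the primary screen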;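 note: plate controls were DMSO with enzyme for no effect and no enzyme wells for full effect; values of inactives mirror those of a sister screen read the other way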
hIAP activ = increases human intestinal alkaline phosphatase activity; activation factor at 10 µM; purified human IAP, CDP-Star luminescence, 30 min; active compounds read high; 1 = vehicle-only enzyme, 0 = enzyme-free background; hit rate 0.16% among 330,000; P09923;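 active = activation factor of the enzyme at least 2-fold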; note: the source names both 10 and 20 µM as test concentration; values of inactives mirror those of a sister screen read the other way
Target sequence (P09923 whole entry, looked up): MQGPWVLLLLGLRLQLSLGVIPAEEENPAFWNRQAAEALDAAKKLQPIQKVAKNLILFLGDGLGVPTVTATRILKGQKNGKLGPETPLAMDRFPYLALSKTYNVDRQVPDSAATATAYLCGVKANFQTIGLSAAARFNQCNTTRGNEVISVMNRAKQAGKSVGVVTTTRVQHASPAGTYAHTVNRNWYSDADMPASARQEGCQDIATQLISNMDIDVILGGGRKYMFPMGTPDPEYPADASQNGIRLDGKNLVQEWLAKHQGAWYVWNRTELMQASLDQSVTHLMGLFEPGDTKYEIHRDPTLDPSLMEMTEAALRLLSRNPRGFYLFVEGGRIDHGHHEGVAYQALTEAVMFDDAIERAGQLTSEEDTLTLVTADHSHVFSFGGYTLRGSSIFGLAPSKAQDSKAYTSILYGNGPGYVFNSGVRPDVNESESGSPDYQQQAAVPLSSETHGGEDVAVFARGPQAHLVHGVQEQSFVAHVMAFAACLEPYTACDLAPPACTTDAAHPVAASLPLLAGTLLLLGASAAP
ATG4B inhibitor = inhibitors of human ATG4B cysteine protease. Q9Y4P1. ATG4B cleavage of LC3-PLA2, NBD-HPC fluorescence, 1 h. inhibition, % at 8.33 µM. hit rate 0.51% among 340,000; in the data active = inhibition above about 40%
Target sequence (Q9Y4P1 whole entry, looked up): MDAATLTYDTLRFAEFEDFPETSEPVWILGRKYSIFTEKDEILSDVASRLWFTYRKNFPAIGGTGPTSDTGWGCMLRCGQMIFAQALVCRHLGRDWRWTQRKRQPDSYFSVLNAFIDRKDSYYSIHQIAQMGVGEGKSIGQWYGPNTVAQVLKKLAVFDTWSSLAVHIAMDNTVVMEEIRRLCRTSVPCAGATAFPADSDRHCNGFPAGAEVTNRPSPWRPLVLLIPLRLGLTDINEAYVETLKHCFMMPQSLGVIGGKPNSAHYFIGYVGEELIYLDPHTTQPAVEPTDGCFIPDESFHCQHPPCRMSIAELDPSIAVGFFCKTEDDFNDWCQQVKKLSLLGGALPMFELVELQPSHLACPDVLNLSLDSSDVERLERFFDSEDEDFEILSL
TIM10 inh = TIM10 yeast growth inhibition; S. cerevisiae TIM10 strain growth, BacTiter-Glo luminescence, 24 h; inhibition, % at 10 µM; hit rate 1.4% among 330,000;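 active = inhibition of 40% or more at the single tested concentration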;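 note: wild-type TIM10 isogenic control strain grown at permissive 25 °C; 0% = DMSO yeast wells and 100% = minimal medium wells without yeast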
NALP3 yeast inh = blocks the NALP3 inflammasome reconstituted in yeast; Yeast reconstituted NLRP3/ASC/caspase-1, beta-gal luminescence, 24 h; inhibition, % at 10 µM; hit rate 0.39% among 330,000; AID 2825;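 active = inhibition of 50% or more; inactive = inhibition below 50%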;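 note: plate controls were induced DMSO wells for no effect and uninduced yeast grown without galactose for full effect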
tim10-1 inh = growth inhibitors of tim10-1 mutant yeast; S. cerevisiae tim10-1 ts strain growth, BacTiter-Glo, 24 h; inhibition, % at 20 µM; hit rate 2.2% among 330,000; AID 463190;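 active = inhibition of at least 40%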;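 note: mutant grown at 25 °C; 0% = DMSO wells with yeast and 100% = wells holding no yeast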
Apaf-1 inh = blocks human Apaf-1 apoptosome activity | O14727 | reconstituted apoptosome caspase-3 activity, DEVD-Rh110 fluorescence | inhibition, % at 20 µM | hit rate 0.71% among 330,000; active = inhibition of at least 40% at 20 µM;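 note: plate controls were DMSO wells for no effect and DEVD-CHO caspase inhibitor wells for full effect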
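System – cell-free apoptosome with Apaf-1, procaspase-3 and caspase-9 · Buffer or medium – pH 7.5 Hepes buffer with CHAPS, BSA, DTT · Also added – cytochrome c with DEVD-Rh110 · Times – 30 min compound preincubation, 50 min activation, room temperature · Technique – Rh110 fluorescence intensity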
mIAP activ = mouse IAP activation; activation factor at 10 µM; muIAP, CDP-Star luminescence, 30 min; active compounds read high; 1 = vehicle-only enzyme signal, 0 = enzyme-free wells; hit rate 0.24% among 330,000;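 active = activation factor of at least 2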; note: the source names both 10 and 20 µM as test concentration; values of inactives mirror those of a sister screen read the other way
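System: Mouse IAP enzyme | Also added: CDP-Star substrate | Dosing: Compounds dispensed in DMSO | Schedule: 30 min enzyme-substrate-compound incubation at room temperature | Technique: Chemiluminescence readout | Control set: DMSO-only wells and no-enzyme negative control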
hIAP inh = human IAP inhibition | P09923 | purified IAP, CDP-Star luminescence, 30 min | inhibition, % at 10 µM | hit rate 0.12% among 330,000;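 active = inhibition reaching a set limit with compound at 10 µM in the primary screen, cut at about 35% in these data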;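 note: plate controls were DMSO wells with enzyme for no effect and no-enzyme buffer wells for full effect; values of inactives mirror those of a sister screen read the other way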
* marks the source's active call; other numbers are inactive results; nt = not tested or not shown; & = joins results of further samples; ! = repeats disagree.

SMILES	mIAP block	hIAP activ	ATG4B inhibitor	TIM10 inh	NALP3 yeast inh	tim10-1 inh	Apaf-1 inh	mIAP activ	hIAP inh
COc1cccc(-c2nc(CS(=O)CC(=O)NCc3ccccc3Cl)c(C)o2)c1 (centres undefined)	0	1.1	25	-1	-4	16	11	1	-6
COc1ccccc1N(CC(=O)NC1CCCCC1)C(=O)CNC(=O)c1cccs1	-3	1.3	5	-2	11	17	4	1	-29
Cc1ccccc1C(=O)NC=C1C(=O)OC(C)(C)OC1=O	-4	1.2	1	-1	4	-2	-5	1	-16
CC(NC(=O)C(=O)NCC1CCCO1)c1ccccc1 (centres undefined)	9	0.88	-1	11	8	7	-13	0.91	12
O=c1cc(-c2ccccc2)oc2cc(O)c(O)c(O)c12	5	1.2	-25	-2	13	-4	8	0.95	-22
C=CCN1C(=O)C2(OCCCO2)c2cc(Cl)ccc21	6	0.93	-8	5	-3	-4	-4	0.94	7
Cn1c(=O)c2c(SCC(=O)N3CCCC3)nc(-c3ccccc3)nc2n(C)c1=O	8	1.2	4	-5	24	0	-5	0.93	-24
O=C(c1ccco1)N1CCN(C(=O)c2ccc(COc3ccc(Cl)cc3Cl)o2)CC1	-2	1.1	-7	23	21	31	12	1	-6
O=C(Nc1cccc(-c2cccc(F)c2)c1)C1CCN(CC2CCOC2)CC1 (centres undefined)	-79	2	-3	-32	16	-12	23	1.8	-96
COC(=O)c1ccc(CSc2ncnc3c2sc2nc(N4CCOCC4)c4c(c23)CCCC4)o1	12	1	-5	27	7	38	19	0.88	-2
O=C(NC1CCS(=O)(=O)C1)C12CC3CC(CC(C3)C1)C2 (centres undefined)	-7	1.2	0	14	13	13	-25	1.1	-20
COc1ccc(-c2c(C#Cc3ccsc3)c3cc(-c4ccc5c(c4)OCO5)ccc3n2C)cc1	-8	1	-6	1	-6	-2	1	1.1	-2
CC(C)(C)C(=O)NC(C(N)=O)=C(Cl)Cl	6	0.91	0	4	5	0	-3	0.94	9
CC(C)c1c(C(=O)N/N=C/C2CC=CCC2)nnn1-c1nonc1N (centres undefined)	0	1	7	3	4	10	8	1	-2
COc1ccc(NC(=O)C2CC(=O)OC23CCOC(C)(C)C3)cc1 (centres undefined)	1	0.99	-3	-4	-5	12	-9	0.99	1
Cc1ccccc1N(CC(=O)NC1CCCCC1)C(=O)CNC(=O)c1cccs1	-5	1.1	1	-10	25	10	4	1.1	-8
O=C(CN1CCN(c2ccc(F)cc2)CC1)NCc1cccs1	-3	1	4	2	9	-8	-2	1	-3
COc1ccc(NC(=O)CCNS(=O)(=O)c2cccc(C(C)=O)c2)cc1S(N)(=O)=O	9	1.1	-4	4	10	-11	1	0.91	-11
O=C(Nc1ccccc1)Nc1nc(-c2ccc(F)c(F)c2)cs1	-147	1.1	-4	3	10	-4	8	2.5*	-11
COc1ccccc1/C=C/C(=O)NC(=S)N(C)C1CCCCC1	8	0.92	-1	10	9	0	8	0.93	8
Cc1cc(Nc2cc(F)ccc2C)n2ncnc2n1	10	1.1	4	-4	19	-13	-2	0.9	-9
Cn1c(N2CCOCC2)c(/C=N/OC(=O)c2ccc(F)cc2)c2ccccc21	10	1	-6	9	65*	38	11	0.9	-2
CC(C)(C)NC(=O)CSc1nnc(SCC(=O)NC(C)(C)C)s1	0	0.87	-8	4	10	4	-18	1	13
CN(C(=O)CC1C(=O)NCCN1Cc1ccccc1C(F)(F)F)C1CCOCC1 (centres undefined)	-2	1.2	1	5	9	-15	-4	1	-22
Nc1nc(NCCOCCO)nc(N2CCCCCC2)c1[N+](=O)[O-]	-1	0.84	5	-22	2	6	8	1	16

(further entries)
SMILES	mIAP block	hIAP activ	ATG4B inhibitor	TIM10 inh	NALP3 yeast inh	tim10-1 inh	Apaf-1 inh	mIAP activ	hIAP inh
O=C(c1ccccc1)N1CCN(C(=O)c2cc3ccccc3o2)CC1	6	0.88	-3	-7	6	4	2	0.94	12
CN(C(=O)COC(=O)c1ccccc1SCC(=O)N1CCCC1)C1(C#N)CCCCC1	-7	0.92	-18	-7	10	-1	6	1.1	8
O=C(Nc1ncc([N+](=O)[O-])s1)c1cccs1	13&0	0.82&0.74	2&-2	22&36	20&23	43*!	-7&0	0.87&1	18&26
CCC(C(=O)NCCCN1CC(C)CC(C)C1)n1nc(C)c2sc3ccccc3c2c1=O (centres undefined)	10	0.94	2	5	11	22	1	0.91	6
CN(C[C@@H](CC1CCCCC1)N(C[C@H](Cc1ccccc1)N(CCc1ccccc1)N=O)N=O)N=O	8	1.1	-2	-7	14	14	15	0.92	-11
CCOc1cccc(-c2nnc(SCC(=O)Nc3ccc(OC)c(OC)c3)n2N)c1	-5	1	-6	-8	13	7	12	1.1	-3
O=C(CSc1nncs1)NNC(=O)c1ccco1	8	0.95	1	1	11	0	-14	0.92	5
COc1ccc(S(=O)(=O)N2CCOC23CCN(S(=O)(=O)c2ccc([N+](=O)[O-])cc2)CC3)cc1	15	0.99	2	6	23	27	6	0.85	0
COc1ccc(C[C@H]2CN3C(=NC[C@@H]3Cc3ccc(O)cc3)N2C[C@H](C)NC(=O)c2ccc(C)c(Br)c2)cc1	-20	1.1	-3	8	0	21	28	1.2	-6
Cc1cc(NS(=O)(=O)c2ccc(NC(=O)C(F)(F)F)cc2)nc(C)n1	-8	1.1	6	-8	13	-15	-1	1.1	-8
Cc1ccccc1Nc1nc(N)nc(COC(=O)c2ccc(O)cc2)n1	8	0.96	-1	6	-2	0	-4	0.92	4
O=C(CN(c1ccccc1)S(=O)(=O)c1ccccc1)N/N=C/c1ccc(OC2CSC2)cc1	-35	0.9	nt	-12	2	4	5	1.4	10
O=C(NCc1ccccc1Cl)C1CCN(S(=O)(=O)N2CCCC2)CC1	4	1.2	-3	13	-2	0	-9	0.96	-18
CC(C)N(Cc1ccccc1)C(=O)COC(=O)c1cc(S(=O)(=O)N(C)C)ccc1N1CCCC1	6	0.96	-3	2	14	6	13	0.94	4
O=C(COc1ccc(S(=O)(=O)N2CCCC2)cc1Cl)NCc1cccnc1	10	1.2	-8	3	8	16	-4	0.9	-21
CCOc1ccc(N(CC(=O)Nc2ccccc2OC)S(=O)(=O)c2ccccc2)cc1	2	1.3	10	-3	20	11	1	0.98	-32
CCN(CC)CCNC(=S)Nc1ccc2nc3n(c(=O)c2c1)CCCCC3	10	0.99	-4	-5	9	16	-1	0.9	1
COc1ccccc1CNC(=O)CN(c1cccc([N+](=O)[O-])c1)S(C)(=O)=O	-2	0.97	0	5	-2	12	-6	1	3
CC(=O)Nc1ccc(S(=O)(=O)N(C)CC(=O)OC(C)C(=O)NC2CCCCC2)cc1 (centres undefined)	3	0.97	2	-4	8	2	2	0.97	2
C=CCc1cccc2cc(C(=O)NC3CCCCC3)c(=O)oc12	10	0.93	-9	-8	37	9	22	0.9	7
O=C(COC(=O)CC1CC2CCC1C2)NC(=O)NCc1ccco1 (centres undefined)	-5	0.76	1	16	-4	21	4	1.1	24
CC1(C)CC(c2csc(N)n2)CCO1 (centres undefined)	1	1.1	0	14	2	-6	-2	0.99	-11
CCc1nnc(NC(=O)c2ccc(OC)c(S(=O)(=O)N3CCCC3)c2)s1	-4	0.93	-3	17	-13	13	-5	1	7
NS(=O)(=O)c1ccc(N=Cc2c(O)n(-c3nccs3)c(=O)c3ccccc23)cc1	14	0.98	-10	-20	-7	-4	-10	0.86	2
CC(=O)C1=C(C)Nc2ncnn2C1c1ccc(Cl)cc1Cl (centres undefined)	-3	1.1	-1	18	20	19	8	1	-15

In another format: two of the compounds above.
Each structure is followed by: mIAP block, hIAP activ, ATG4B inhibitor, TIM10 inh, NALP3 yeast inh, tim10-1 inh, Apaf-1 inh, mIAP activ, hIAP inh
O=C(NCc1ccccc1Cl)C1CCN(S(=O)(=O)N2CCCC2)CC1
→ 4, 1.2, -3, 13, -2, 0, -9, 0.96, -18
CC(C)N(Cc1ccccc1)C(=O)COC(=O)c1cc(S(=O)(=O)N(C)C)ccc1N1CCCC1
→ 6, 0.96, -3, 2, 14, 6, 13, 0.94, 4

Next entries:
SMILES	mIAP block	hIAP activ	ATG4B inhibitor	TIM10 inh	NALP3 yeast inh	tim10-1 inh	Apaf-1 inh	mIAP activ	hIAP inh
C/C(N)=C(/C#N)C(=O)COC(=O)C(NS(=O)(=O)c1ccc(Cl)cc1)C(C)O (centres undefined)	-14	1.1	-3&-11	-6	15	9	1	1.1	-12
CCOC(=O)CNC(=O)CN1C(=O)CC(c2ccccc2)S(=O)(=O)c2ccccc21 (centres undefined)	-10	0.93	2	7	7	3	1	1.1	7
COC(C(=O)Nc1ccccc1F)c1ccccc1 (centres undefined)	2	0.9	0	4	14	-7	-15	0.98	10
CC1CCN(C2(O)C(=O)Nc3ccc([N+](=O)[O-])cc32)CC1 (centres undefined)	5	0.85	2	0	23	13	-1	0.95	15
CCCCN1C(=O)c2ccc(C(=O)Nc3cccnc3)cc2C1=O	-10	0.92	14	3	13	-15	-4	1.1	8
COc1cc(C(=O)OCC(=O)N2CCN(C(C)=O)CC2)ccc1OCC(C)C	1	0.83	3	3	0	15	-6	0.99	17
COc1ccc(OCc2cc(C(=O)N(C)Cc3cc(C)no3)no2)c(Cl)c1	6	1.2	-7	16	6	24	-6	0.94	-18
Cc1cccc(Nc2cc(C)nc3ccccc23)c1	-3	0.98	6	-6	18	-15	-10	1	2
Cc1ccc(NC(=O)CSc2nnc(-c3ccncc3)n2C)cc1S(=O)(=O)N1CCOCC1	10	1.2	9	2	16	4	-2	0.91	-17
CC1(C)CC(=O)C(C=Nc2ccc(Cl)cn2)=C(O)C1	-15	1.1	1	1	-6	-2	-3	1.2	-9
NC(=NC(=O)c1ccccc1)N1N=CCC1c1ccccc1 (centres undefined)	1	0.99	14	-3	0	9	6	0.99	1
O=C(NCCc1ccccc1)[C@@H]1CC=C[C@@H]2CCN(C3CCCCC3)C(=O)[C@@H]21	-10	0.94	-16	29	-1	18	0	1.1	6
Cc1ccc(S(=O)(=O)NCC2CCCO2)cc1 (centres undefined)	-8	0.89	0	-1	22	7	7	1.1	11
O=C(O)c1ccc2c(c1)N(Cc1ccc(F)cc1)C(=O)c1ccccc1S2	-4	0.95	-3	15	10	14	10	1	5
Cc1ccc(S(=O)(=O)N(C)CCCC(=O)N2CCOCC2)cc1	9	1.1	-4	0	18	2	-11	0.91	-7
CSCCC(NC(=O)C12CC3CC(CC(C3)C1)C2)C(=O)OCC(=O)c1ccc(Cl)cc1 (centres undefined)	-1	0.98	-12	-4	-3	8	2	1	2
COc1ccc(S(=O)(=O)N(C)C2CCN(C)CC2)cc1	-2	0.84	-4	-19	24	-32	-5	1	16
O=C1NC(c2ccccc2)=C(c2nc3ccccc3s2)C(c2ccc(F)cc2)N1 (centres undefined)	7	0.98	-4	26	5	21	18	0.93	2
Cc1ccc(NC(=O)CN2C(=O)CCSc3ccc(S(=O)(=O)N4CCCC4)cc32)cc1	-4	1.1	-1	-3	8	-12	2	1	-12
NS(=O)(=O)c1ccc(CNC(=O)/C=C/c2ccccc2)cc1	-1	1.1	-10	4	18	3	-12	1	-15
CCN(CC)C(=O)[C@H]1C[C@H](CC(=O)NC/C=C(\C)CCC=C(C)C)C(=O)N2CCc3c([nH]c4cc(-c5ccco5)ccc34)[C@]12C	-15	nt	-10	11	nt	20	38	1.1	nt
Cc1ccc(-c2csc(NC(=O)/C=C/c3cccs3)n2)cc1C	4	1.1	6	3	10	9	2	0.96	-10
CC[C@]12c3[nH]c4ccc(OC)cc4c3CCN1C(=O)C(CC(=O)NCCc1ccccn1)C[C@@H]2C(=O)N1CCN(C(=O)c2ccco2)CC1 (some centres undefined)	-8	nt	-7	-4	nt	7	14	1.1	nt
